Screening data as filed in PubChem.
G9a block: qHTS Assay for Inhibitors of Histone Lysine Methyltransferase G9a. actives 8.8% (n = 350,000). Potency, µM (titrated, usually from 102 µM), inactives show at the top dose activity, negative = inhibition, hits mostly inhibitors. AID 504332, 2011. G9a H3K9 monomethylation, AlphaScreen, 2 h. Histone-lysine N-methyltransferase EHMT2 (Homo sapiens), Q96KQ7; further: on the % scale 0 is the no-effect control and ±100 the full control effect; nearly all actives have a fitted effect of over 75% in size
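AlphaScreen read-out: biotin-H3K9 peptide (500 nM) methylation by 20 nM enzyme with 20 uM SAM, 2 h at room temperature after 15 min compound preincubation; anti-monomethyl H3K9 antibody plus donor/acceptor beads, 10 min dark.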
Pol iota inh: qHTS for Inhibitors of Polymerase Iota; DNA polymerase iota (Homo sapiens), Q9UNA4; actives 1% (n = 390,000); Pol iota fluorescent replication assay, 10 min; Potency, µM (titrated, usually from 115 µM), without a hit: top-dose activity, negative = inhibition, usual class: inhibitors
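Fluorescent replication assay read twice, at 0 min and 10 min after adding 50 nM (final) substrate. Enzyme (10 nM) and compounds were first incubated 15 min at room temperature; enzyme-free buffer wells were negative controls.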
JMJD2A Tudor inh: qHTS Assay for Inhibitors of JMJD2A-Tudor Domain. Lysine-specific demethylase 4A (Homo sapiens), O75164. AlphaScreen JMJD2A-Tudor / H3K4me3 peptide binding. Potency, µM (top dose mostly 114 µM), without a hit: at the highest dose activity change, negative = inhibition, actives largely listed as inhibitors. actives 4.4% (n = 390,000). AID 504339, 2011; further: on the % scale 0 is the no-effect control and ±100 the full control effect; nearly all actives have a fitted effect of over 50% in size
BLM inh: qHTS Assay for Inhibitors of Bloom's syndrome helicase (BLM); RecQ-like DNA helicase BLM (Homo sapiens), P54132; recombinant BLM DNA unwinding, fluorescence dequenching; Potency, µM (series often up to 56.1 µM), for inactives: at the top dose activity change, negative = inhibition, most hits filed as inhibitors; actives 0.2% (n = 350,000);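 further: plate controls were vehicle for no effect and no enzyme for full effect; nearly all actives have a fitted effect of over 35% in size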
Pol kappa inh: qHTS for Inhibitors of Polymerase Kappa | DNA polymerase kappa (Homo sapiens), Q9UBT6 | purified Pol kappa, fluorescent DNA synthesis assay, 10 min | Potency, µM (highest dose often 107 µM), without a hit: at the top dose activity, negative = inhibition, hits mostly inhibitors | actives 0.53% (n = 400,000) | AID 588579, 2011; further: on the % scale 0 is the no-effect control and ±100 the full control effect
Target sequence (Q9UBT6 whole entry, looked up): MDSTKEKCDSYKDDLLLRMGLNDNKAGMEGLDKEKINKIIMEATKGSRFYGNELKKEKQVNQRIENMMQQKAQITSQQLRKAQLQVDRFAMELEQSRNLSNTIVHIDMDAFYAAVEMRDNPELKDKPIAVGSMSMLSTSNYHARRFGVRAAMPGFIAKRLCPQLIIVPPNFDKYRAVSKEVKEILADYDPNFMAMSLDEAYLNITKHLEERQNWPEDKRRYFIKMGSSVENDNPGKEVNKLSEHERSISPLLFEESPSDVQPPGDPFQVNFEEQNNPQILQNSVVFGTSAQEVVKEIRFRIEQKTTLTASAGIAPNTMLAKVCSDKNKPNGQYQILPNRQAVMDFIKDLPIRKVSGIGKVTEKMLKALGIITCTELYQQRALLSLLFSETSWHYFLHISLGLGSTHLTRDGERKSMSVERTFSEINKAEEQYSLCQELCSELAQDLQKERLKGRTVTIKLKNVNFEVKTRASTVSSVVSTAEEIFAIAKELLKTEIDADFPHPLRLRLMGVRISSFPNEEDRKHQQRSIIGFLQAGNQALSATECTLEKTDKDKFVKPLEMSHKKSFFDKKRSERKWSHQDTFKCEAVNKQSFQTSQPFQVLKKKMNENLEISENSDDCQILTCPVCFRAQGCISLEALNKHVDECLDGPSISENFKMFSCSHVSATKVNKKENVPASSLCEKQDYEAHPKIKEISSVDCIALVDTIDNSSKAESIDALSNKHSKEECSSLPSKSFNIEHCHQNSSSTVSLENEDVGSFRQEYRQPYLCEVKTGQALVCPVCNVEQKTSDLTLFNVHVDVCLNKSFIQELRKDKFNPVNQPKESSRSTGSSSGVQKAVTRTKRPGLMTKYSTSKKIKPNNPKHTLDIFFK
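Enzyme at 10 nM met test compounds for 15 min at room temperature. Substrate addition (50 nM final) began the reaction, which was monitored by fluorescence at 0 and 10 min.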
BAZ2B block: qHTS Assay for Inhibitors of BAZ2B. Potency, µM (top dose mostly 114 µM), for the others: top-dose activity change, negative = inhibition, most hits filed as inhibitors. Bromodomain adjacent to zinc finger domain protein 2B (Homo sapiens), Q9UIF8. actives 4.4% (n = 360,000). AlphaScreen BAZ2B-H3K14Ac peptide displacement; further: on the % scale 0 is the no-effect control and ±100 the full control effect; nearly all actives have a fitted effect of over 60% in size
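In this displacement format the biotinylated H3(5-23) peptide acetylated at Lys14 serves as ligand at 50 nM, with BAZ2B at 50 nM in PBS pH 7.4 containing 0.01% Tween-20. Donor and acceptor beads are 10 ug/mL final.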
APE1 inh: qHTS Assay for Inhibitors of the Human Apurinic/apyrimidinic Endonuclease 1 (APE1); recombinant APE1, TAMRA/BHQ-2 abasic DNA cleavage fluorescence; Potency, µM (titrated, usually from 65.8 µM), for the others: top-dose activity change, negative = inhibition, usual class: inhibitors; DNA repair nuclease/redox regulator APEX1 (Homo sapiens), P27695; actives 0.35% (n = 350,000);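 further: plate controls were vehicle for no effect and reference inhibitor for full effect; nearly all actives have a fitted effect of over 55% in size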
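Substrate: short duplex with […] THF abasic site, 5'-TAMRA and 3'-BHQ-2, 50 nM final. APE1 at 0.75 nM, preincubated 15 min RT with compound. Fluorescence increase from first to third read measured activity.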
POLB inh: qHTS Assay for Inhibitors of DNA Polymerase Beta; P06746; Pol beta primer extension/strand displacement, fluorescence kinetic; Potency, µM (top dose mostly 114 µM), for the others: top-dose activity change, negative = inhibition, hits mostly inhibitors; actives 1.3% (n = 340,000); AID 485314, 2010; further: on the % scale 0 is the no-effect control and ±100 the full control effect
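Pol beta (10 nM) was preincubated with compound for 15 min at room temperature. The reaction was then started with 50 nM substrate and read immediately and after a further 10 min at room temperature.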
POLH inh: qHTS for Inhibitors of Polymerase Eta; Potency, µM (series often up to 114 µM), for the others: at the top dose activity change, negative = inhibition, hits mostly inhibitors; DNA polymerase eta (Homo sapiens), Q9Y253; AID 588591, 2011; actives 1.2% (n = 390,000); recombinant Pol eta, fluorescent DNA replication assay; further: on the % scale 0 is the no-effect control and ±100 the full control effect
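Fluorescent replication assay: 50 nM final substrate added after a 15 min room-temperature compound preincubation with 10 nM enzyme. Signal taken at 0 min and again at 10 min.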
Starred values were filed as active, the others as inactive; u = inconclusive; x = no result given; & = joins results of further samples; [ ] = another dose, or the depositor's remark. The call rests on the fitted dose curve; in most records, active means well fitted curve in the direction sought with a large enough effect; inconclusive means small, poorly fitted or top-dose-only effect, or another doubt; inactive means no such curve, though single readings can be large; an effect the other way counts as inactive or inconclusive. Potency means the concentration at half of the fitted maximal effect. Some of the compounds tested, so the mix of outcomes need not match the whole.

The opening 10 compounds, ahead of the listing:
G9a block,Pol iota inh,Molecule,JMJD2A Tudor inh,BLM inh,Pol kappa inh,BAZ2B block,APE1 inh,POLB inh,POLH inh
u,8%,CCOc1ccccc1CNS(=O)(=O)c1ccc2[nH]c(=O)sc2c1,-2%,0%,-3%,3%,14%,14%,-5%
x,u,Cc1cccc(/C=C(\C(=O)O)c2ccc(S(=O)(=O)N3CCCC3)s2)c1,u,x,u,x,12µM*,x,13µM*
x,-11%,O=C(/C=C/c1ccccc1[N+](=O)[O-])Nc1cccc(S(=O)(=O)NC2=NCCCCC2)c1,u,x,-5%,x,1%,x,-9%
u,u,CSc1ccccc1NC(=O)CSc1n[nH]c(C)c1[N+](=O)[O-],-13%,0%,-11%,-21%,4%,-4%,-13%
26%,23%,O=C1OC(C(=O)NCc2ccccc2)Cc2ccccc21 (configuration not stated),-11%,0%,17%,8%,10%,0%,-15%
-13%,18%,O=C(CNC(=O)c1ccccc1Cl)c1ccccc1,-11%,-2%,2%,11%,-7%,38%,-8%
12%[59 µM],21%,O=C(CCc1nc2ccccc2c(=O)[nH]1)Nc1ccccc1N1CCCC1,-32%,x,-13%,1%,-14%,x,-5%
15%[59 µM],79%[activator],CCc1ccc(NC(=O)c2cnc(N3CCN(c4ccccn4)CC3)c3ccccc23)cc1,-4%,-10%,2%,-10%,-4%,-2%,-13%
25µM*,22%,Cc1ccccc1-n1c(SCc2csc(Nc3ccccc3)n2)nnc1-c1cccnc1,u,1%,-1%,u,1%,-6%,u
12%[12.7 µM],u,O=C(COc1ccc2oc(-c3ccccc3)cc(=O)c2c1)NCc1ccco1,u,-17%,-17%,u,u,22µM*,u

Results (from the top)
G9a block,Pol iota inh,Molecule,JMJD2A Tudor inh,BLM inh,Pol kappa inh,BAZ2B block,APE1 inh,POLB inh,POLH inh
u,8%,CCOc1ccccc1CNS(=O)(=O)c1ccc2[nH]c(=O)sc2c1,-2%,0%,-3%,3%,14%,14%,-5%
x,u,Cc1cccc(/C=C(\C(=O)O)c2ccc(S(=O)(=O)N3CCCC3)s2)c1,u,x,u,x,12µM*,x,13µM*
x,-11%,O=C(/C=C/c1ccccc1[N+](=O)[O-])Nc1cccc(S(=O)(=O)NC2=NCCCCC2)c1,u,x,-5%,x,1%,x,-9%
u,u,CSc1ccccc1NC(=O)CSc1n[nH]c(C)c1[N+](=O)[O-],-13%,0%,-11%,-21%,4%,-4%,-13%
26%,23%,O=C1OC(C(=O)NCc2ccccc2)Cc2ccccc21 (configuration not stated),-11%,0%,17%,8%,10%,0%,-15%
-13%,18%,O=C(CNC(=O)c1ccccc1Cl)c1ccccc1,-11%,-2%,2%,11%,-7%,38%,-8%
12%[59 µM],21%,O=C(CCc1nc2ccccc2c(=O)[nH]1)Nc1ccccc1N1CCCC1,-32%,x,-13%,1%,-14%,x,-5%
15%[59 µM],79%[activator],CCc1ccc(NC(=O)c2cnc(N3CCN(c4ccccn4)CC3)c3ccccc23)cc1,-4%,-10%,2%,-10%,-4%,-2%,-13%
25µM*,22%,Cc1ccccc1-n1c(SCc2csc(Nc3ccccc3)n2)nnc1-c1cccnc1,u,1%,-1%,u,1%,-6%,u
12%[12.7 µM],u,O=C(COc1ccc2oc(-c3ccccc3)cc(=O)c2c1)NCc1ccco1,u,-17%,-17%,u,u,22µM*,u
2%,-9%,Fc1cccc(CNC2CCN(CCc3ccccc3)CC2)c1,-19%,1%,-21%,-28%,46%[activator],5%,-19%
67%[activator],12%,CCC(CC)c1nnc(NC(=O)C23CC4CC(CC(NC(C)=O)(C4)C2)C3)s1,-10%,0%,-7%,-3%,19%,17%,-3%
-29%,88%[activator],COc1ccc(N2Cc3ccccc3/C2=N\C(=O)Nc2ccccc2)cc1,-22%,-2%,3%,-21%,1%,-4%,-21%
45µM*,-21%,CCC(C)NC(=O)CC1Oc2ccc(C)cc2NC1=O (configuration not stated),-15%,-2%,-3%,5%,1%,-20%,-12%
u,6%,O=C(Oc1ccccc1Cl)c1ccc2c(=O)n3c(nc2c1)CCC3,-18%,x,-7%,-3%,-4%,x,u
79µM*,89%[activator],S=c1[nH]nc(C2CCCCC2)n1/N=C/c1cccc(Br)c1,3%,-1%,-3%,3%,6%,3%,-8%
5%,17%,CCc1ccc(NC(=O)C2CCCN2C(=O)NC2CCCCC2)cc1 (configuration not stated),-8%,-9%,-7%,-35%,15%,12%,5%
u,-5%,CN1CCN(C(=S)NC(=O)c2ccc(S(=O)(=O)N3CCOCC3)cc2)CC1,45µM*,-10%,-17%,u,4%,-1%,-7%
-4%[59 µM],-8%,Cc1cc(C)n(-c2nnc(Nc3ccc(C)c(C)c3)c3ccccc23)n1,-9%,-3%,-22%,-2%,x,-14%,-12%
u,-11%,Cc1ccc(C)c(OCCC(=O)OCC(=O)Nc2cc(S(=O)(=O)N3CCOCC3)ccc2C)c1,u,x,-9%,6%,16%,x,-19%

Next section:
G9a block,Pol iota inh,Molecule,JMJD2A Tudor inh,BLM inh,Pol kappa inh,BAZ2B block,APE1 inh,POLB inh,POLH inh
36%[12.7 µM],2%,CCOc1ccc(-n2c(Cc3ccccc3)nnc2SCc2c(C)noc2C)cc1,-23%,-1%,-6%,-8%,17%,35%,-8%
0%,-1%,Cn1c(N)c(S(=O)(=O)N2CCN(Cc3ccccc3)CC2)c(=O)n(C)c1=O,-8%,-11%,-11%,10%,-4%,5%,-4%
x,26%,COc1cc(CC(=O)N2CCN(C(=O)C3CCCO3)CC2)cc(OC)c1OC (configuration not stated),-6%,x,3%,x,26%,x,-23%
-10%[59 µM],u,C=CCn1c(C(C)NC(=O)C(C)(C)C)nc2ccccc21 (configuration not stated),-7%,3%,-2%,-3%,-1%,5%,-5%
1%[59 µM],-4%,CN(C(=O)Cn1cnc2onc(-c3ccc(F)cc3)c2c1=O)c1ccccc1Cl,-21%,-7%,-13%,10%[57.1 µM],x,2%,-6%
12%[59 µM],-6%,Cn1c(=O)[nH]c(=O)c2c1nc(N1CCCCCC1)n2CCN1CCCCCC1,-12%[57.1 µM],6%,-1%,8%,6%,3%,-5%
25%[12.7 µM],13%,Cc1c(C(=O)Oc2cccc3ccccc23)cnn1-c1ccccc1,36%[activator],-8%,-9%,21%,10%,16%,-14%
x,25%,NC(=N\N=CCc1ccccc1)/C(N)=N/N=CCc1ccccc1,-35%,x,-3%,x,x,x,-23%
x,136%[activator],Cc1ccc(S(=O)(=O)N2CCC[C@H]2C(=O)Oc2ccccc2)cc1,-9%,x,-42%,x,x,x,-15%
50µM*,26%,CCc1ccc2oc(=O)cc(CN3CCN(c4ccc(F)cc4)CC3)c2c1,-19%,-1%,-6%,-30%,4%,7%,-14%
7%,17%,CSc1cccc(-c2nnc(NC(=O)c3cccc(N4C(=O)CCC4=O)c3)o2)c1,u,x,-8%,u,7%,x,4%
21%[59 µM],26%,CC(C)(C)OC(=O)N/N=C\C=C\c1ccc2c(c1)OCO2,3%,1%,-19%,10%,2%,24%,-27%
-29%[59 µM],89µM*,CCOc1ccc(C(=O)Nc2cccc(NC(=O)c3ccco3)c2)cc1Cl,-25%,-1%,0%,-1%,x,-23%,-11%
u,24%,COc1ccccc1NC(=O)/C=C/C(N)=O,u,-3%,-1%,5%,2%,10%,-12%
-2%,64%[activator],CN(C)CCNC(=O)c1ccccc1-c1cc2ccccc2c(=O)o1,-4%,-10%,7%,5%,-12%,31%,-17%
6%[59 µM],9%&25%,Cc1ccc(CNC(=O)CCS(=O)(=O)c2cc3c(cc2Cl)NC(=O)CO3)cc1,u,0%&-8%,4%&1%,u,34%,20%&3%,-13%&-8%
u,37%[activator],Cc1cccc(CSCCNC(=O)C2CCN(S(=O)(=O)Cc3ccccc3)CC2)c1,-30%,-7%,9%,u,x,2%,-23%
u,14%,Cc1ccc(NC(=O)CCC(=O)N2CCC(c3ccccc3)=N2)cc1S(=O)(=O)N1CCCCC1,-8%,x,-3%,3%,6%,x,4%
165%[activator][59 µM],-15%,CCCCCCn1c(/C=C/c2ccccc2)nc2ccccc21,185%[activator],-7%,-10%,408%[activator],x,-29%,x
-1%[59 µM],x,Cc1ccc2c(c1)nnn2C1CCN(C(=O)NC23CC4CC(CC(C4)C2)C3)CC1,x,2%,x,-2%,-1%,u,x

Fetched one by one from the entries so far (2):
G9a block,Pol iota inh,Molecule,JMJD2A Tudor inh,BLM inh,Pol kappa inh,BAZ2B block,APE1 inh,POLB inh,POLH inh
-10%[59 µM],u,C=CCn1c(C(C)NC(=O)C(C)(C)C)nc2ccccc21 (configuration not stated),-7%,3%,-2%,-3%,-1%,5%,-5%
-4%[59 µM],-8%,Cc1cc(C)n(-c2nnc(Nc3ccc(C)c(C)c3)c3ccccc23)n1,-9%,-3%,-22%,-2%,x,-14%,-12%

The list continues:
G9a block,Pol iota inh,Molecule,JMJD2A Tudor inh,BLM inh,Pol kappa inh,BAZ2B block,APE1 inh,POLB inh,POLH inh
x,-9%,CC1CCc2c(sc(NC(=O)c3noc4c3CCCC4)c2C(N)=O)C1 (configuration not stated),4%[11.4 µM],x,-43%,x,x,x,20%
-5%,-2%,O=C(Nc1ccccc1F)N(CCCN1CCOCC1)Cc1cc2cc3c(cc2[nH]c1=O)OCCO3,-7%,3%,11%,-1%,-3%,9%,-12%
1%,88%[activator],CCC(C)(C)NC(=O)CN(Cc1ccc2c(c1)OCO2)C(=O)CCC(=O)Nc1cc(C)ccn1,-1%,-4%,0%,-6%,-7%,25%,-21%
52%[activator][12.7 µM],3%,CSc1nc2ccccc2cc1/C=C(\C#N)c1ccc(Cl)cc1Cl,-12%,-1%,-15%,-1%,u,11%,-13%
-3%,26%,CCOC(=O)N1CCC(NC(=O)Cn2ncc3ccccc32)CC1,-20%,-5%,-4%,7%,8%,10%,-5%
